3CLpro inhibitor = SARS-CoV 3CLpro protease inhibition; 290,000 compounds, 0.14% hits; inhibition, % at 6 µM; recombinant SARS-CoV 3CLpro, quenched FRET peptide cleavage; P0C6X7; AID 1706; in the data active means inhibition above about 12%
Anthrax LF inh2 = anthrax lethal factor protease inhibition. P15917. multiplex microsphere protease cleavage assay, LF. inhibition, % at 10 µM. 360,000 compounds, 0.12% hits. AID 588501; further: plate controls were buffer without enzyme for full effect and enzyme alone for no effect
BoNT A protease = blocks Botulinum neurotoxin A light chain protease. multiplex microsphere protease substrate cleavage, flow cytometry. inhibition, % at 10 µM. 360,000 compounds, 0.17% hits. AID 588499; further: plate controls were buffer without enzyme for full effect and enzyme alone for no effect
CCHFV vOTU inh = CCHFV vOTU protease inhibition | Pep-AMC fluorescence | inhibition, % at 11.5 µM | 370,000 compounds, 0.55% hits; in the data active means inhibition above about 30%; further: 0% = vehicle wells with enzyme and 100% = no enzyme wells
PrPC surface inh = cell surface PrPC inhibition, primary TR-FRET screen; P04156; 370,000 compounds, 0.43% hits; TR-FRET read-out; inhibition, % at 13.8 µM; in the data active means inhibition above about 24%; further: 0% = median of the test wells and 100% = reference compound wells
DUSP3 inh = blocks human VHR1 dual specificity phosphatase | P51452 | recombinant VHR phosphatase, pNPP absorbance | inhibition, % at 13.3 µM | 290,000 compounds, 0.52% hits | AID 1654; in the data active means inhibition above about 50%; further: some compounds called inactive have numbers as strong as hits
Target sequence (P51452 whole entry, looked up): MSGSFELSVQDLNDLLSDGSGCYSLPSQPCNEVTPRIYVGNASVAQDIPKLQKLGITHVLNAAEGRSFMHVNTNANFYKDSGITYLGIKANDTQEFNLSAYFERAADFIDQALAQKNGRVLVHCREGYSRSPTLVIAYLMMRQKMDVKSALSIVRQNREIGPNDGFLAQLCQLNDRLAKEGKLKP
MazF activator = activators of E. coli MazEF toxin-antitoxin RNase; 350,000 compounds, 0.32% hits; AID 504720; FAM/BHQ RNA-DNA oligo cleavage fluorescence, 5 h; activation, % at 20 µM; in the data active means activation above about 50%
Target sequence (P0AE70 whole entry, looked up): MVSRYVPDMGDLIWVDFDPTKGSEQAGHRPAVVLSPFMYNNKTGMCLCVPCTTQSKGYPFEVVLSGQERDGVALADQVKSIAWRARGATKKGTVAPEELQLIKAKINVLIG
Rv3671c protease = Rv3671c (M. tuberculosis) protease inhibition. inhibition, % at 5.96 µM. 320,000 compounds, 0.048% hits; in the data active means inhibition above about 38%;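 further: extracellular domain of Rv3671c used as enzyme; 0% = enzyme with DMSO and 100% = no enzyme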
Target sequence (P9WHR9 whole entry, looked up, the tested form may be a part): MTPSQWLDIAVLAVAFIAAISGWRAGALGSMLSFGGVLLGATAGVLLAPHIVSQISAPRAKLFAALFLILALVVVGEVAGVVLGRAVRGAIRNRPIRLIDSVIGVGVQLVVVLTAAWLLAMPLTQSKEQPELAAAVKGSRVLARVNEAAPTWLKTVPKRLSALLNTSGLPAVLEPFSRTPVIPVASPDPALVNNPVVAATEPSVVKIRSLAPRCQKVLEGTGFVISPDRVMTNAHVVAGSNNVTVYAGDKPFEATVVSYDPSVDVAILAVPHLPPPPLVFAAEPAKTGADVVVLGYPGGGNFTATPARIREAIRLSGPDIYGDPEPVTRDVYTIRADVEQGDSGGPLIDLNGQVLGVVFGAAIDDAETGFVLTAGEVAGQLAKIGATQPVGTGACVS
SSB-PriA inh = K. pneumoniae PriA-SSBct interaction inhibition | AlphaScreen SSBct-PriA binding, biotinylated peptide | inhibition, % at 33 µM | 430,000 compounds, 0.6% hits; in the data active means inhibition mostly above about 37%, no sharp cut-off; inactive means mostly below about 20%;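 further: plate controls were negative control peptide for no effect and reference peptide for full effect; strong numbers were not always called active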
BoNT F protease = blocks Botulinum neurotoxin F light chain protease | Multiplex microsphere protease cleavage assay, flow cytometry | inhibition, % at 10 µM | 360,000 compounds, 0.22% hits; in the data active means inhibition above about 35%, passing the limit was not always enough; inconclusive means no clear call, values can overlap the other calls; further: plate controls were buffer without enzyme for full effect and enzyme alone for no effect
* marks the source's active call; other numbers are inactive results; ? = inconclusive; · = no result given. Unless noted, no stated cut-off is given here; in the data, active means inhibition above about 30%; inconclusive means no clear call, values can overlap the other calls; inactive means below that. This is a subset; count on the stated rates, not on these rows.

SMILES	3CLpro inhibitor	Anthrax LF inh2	BoNT A protease	CCHFV vOTU inh	PrPC surface inh	DUSP3 inh	MazF activator	Rv3671c protease	SSB-PriA inh	BoNT F protease
Cc1ccc(C(=O)N/C(=C/c2cccs2)C(=O)NCCCn2ccnc2)cc1	-2	0	-0.5	-16	-15	-13	5	3	-19	-5
O=S1(=O)CC(N2CCC(Cc3ccccc3)CC2)CN1C1CCCCC1 (centres undefined)	·	-1	0.6	4	-5	·	·	·	·	-1
Cc1ccc(NC(=O)CCCn2c(=S)[nH]c3ccsc3c2=O)cc1C	-2	-2	-0.7	12	5	-2	-8	-10	4	-2
CC1CCCN(C2=C(NS(=O)(=O)c3ccc(Br)cc3)C(=O)c3ccccc3C2=O)C1 (centres undefined)	4	-5	0.5	24	-47	-24	8	-13	0	7
O=C(c1ccco1)N1CCN(S(=O)(=O)/C=C/c2ccccc2)CC1	-1	-6	0.2	2	-3	5	-1	5	-15	-3
CC(=O)Nc1ccc(NC(C)=O)s1	-6	3	-0.4	6	-1	3	0	0	-8	0
COc1cccc(OC)c1NC(=O)Cn1nc(-c2ccc3c(c2)OCCO3)ccc1=O	2	-6	-0.8	-3	-11	-16	2	13	-27	-2
O=C(Nc1cccc2c1C(=O)NC2=O)c1cccnc1Cl	0	-5	-0.3	-2	5	12	-2	0	-5	-3
CNc1ccc2ncc(-c3ccccc3C(C)=O)n2n1	·	-5	-0.1	-8	6	·	·	·	·	-9
COc1ccc(C(=O)CC(=O)C(=O)Nc2cccc(C(C)=O)c2)cc1	-2	-9	-2.7	1	10	-10	0	-2	2	-23
CSCCC(NC(=O)c1ccco1)C(=O)NCC1CCCCC1 (centres undefined)	·	4	0.3	-2	-3	·	7	2	-6	-1
CCN(C(=O)COC(=O)CSc1ccccc1)c1c(N)n(Cc2ccccc2)c(=O)[nH]c1=O	·	-4	-3.1	-10	6	·	-1	-5	-4	-12
Cc1ccc(NC(=O)COC(=O)[C@@H]2CC(O)CN2S(=O)(=O)c2ccc3c(c2)OCCO3)cc1 (some centres undefined)	·	-2	-0.7	-11	-5	·	3	3	-4	2
O=C(NN=Cc1cccc([N+](=O)[O-])c1)c1cccc2ccccc12	·	-4	-0.2	4	-10	·	13	·	-1	-2
CCc1ccc2c(c1)C(c1ccncc1)=NNC(c1ccccc1)=N2	2	0	0.2	4	-6	26	-1	-4	10	-1
NC(CSC1(c2ccccc2)c2ccccc2-c2ccccc21)C(=O)O (centres undefined)	·	-3	0.5	-11	2	·	-4	·	-4	4
Cc1ccc(OCC(=O)NNC(=O)c2cc3ccccc3o2)cc1	-3	-3	2.4	17	-4	35	4	1	-25	?
CC(=O)Nc1cc(=O)c2cccnc2[nH]1	·	-3	0.3	1	-4	·	-15	·	3	-2
c1ccc(-c2csc(=Nc3cccnc3)n2CC2CCCO2)cc1 (centres undefined)	1	-2	1.4	-2	7	18	2	3	23	2
Cc1cc(C)n(-c2ccc(C(=O)Nc3ccc4c(c3)OCO4)cc2)n1	5	-5	-0.2	-2	14	11	5	-4	3	-2
COc1ccc(C)cc1NC(=O)C(NCC1CCCO1)c1ccccc1 (centres undefined)	-1	3	0.5	-16	-3	4	3	-9	-5	-4
C[C@@]12C(=O)N(Cc3ccccc3)CC(=O)N1[C@H]1c3cc(Cl)ccc3OC[C@@H]1[C@@H]2c1ccccc1	·	-3	-0.2	6	-2	·	-14	-5	20	-3
O=C(NCc1ccc2c(c1)OCO2)c1ccc(CSCc2ccc(Cl)cc2)o1	-1	0	-0.8	11	-1	-2	-7	-16	-9	-8
CCn1c2ccccc2c2cc(NC(=O)CSc3nnc(-c4ccccc4)o3)ccc21	2	4	-0.1	9	11	16	-5	10	-37	2
CC(=O)N1c2ccc(S(=O)(=O)N3CCC(C(=O)Nc4cccc(Cl)c4)CC3)cc2CC1C (centres undefined)	-1	-2	0.9	1	24	-14	-15	-8	-18	-5
COc1ccc(S(=O)(=O)N(C)C[C@@H]2OCc3cnnn3CCCC(=O)N([C@@H](C)CO)C[C@@H]2C)cc1	·	-8	0.0	4	-5	·	5	·	·	4
O=C(Cn1cnc2c(nnn2-c2cccc(F)c2)c1=O)Nc1ccc2c(c1)OCCO2	1	-5	-1.6	12	4	8	-12	1	-9	-9
CC(=O)c1ccc(-c2cccc(-c3cc(=O)oc4ccc(C(C)(C)C)cc34)c2)cc1	·	1	-0.2	26	4	·	-6	·	0	3
COc1ccc(Cl)cc1Cn1c(C)c(C(=O)NCc2cccc([N+](=O)[O-])c2)sc1=O	·	-4	-1.1	7	-9	·	·	·	·	-12
O=C1OCCOC2CCCc3oc(-c4ccccc4)c1c32 (centres undefined)	·	-4	0.6	9	3	·	·	·	·	0
Cc1ccccc1NC(=O)Cc1nc(COC(=O)c2ccc([N+](=O)[O-])cc2)cs1	·	-2	2.3	6	-7	·	13	·	-1	7
COc1ccccc1NC(=S)NCCc1ccc(S(N)(=O)=O)cc1	2	1	-0.5	10	7	0	5	3	-7	-1
O=C(Nc1cc(C(F)(F)F)ccc1Cl)C(Sc1n[nH]c(=O)[nH]c1=O)c1ccccc1 (centres undefined)	4	-7	-0.4	4	9	8	-2	-26	-2	-1
COc1ccccc1C(=O)Nc1ccccc1N1CCN(C(=O)c2ccc(Cl)cc2)CC1	12	-2	1.2	16	-3	-13	-7	-13	22	1
Cc1ccnc2nc(C(=O)Nc3nc4ccccc4s3)nn12	-2	-3	0.0	1	3	14	5	0	-2	2
CC1CCCCC1NC(=O)Cn1ncc2ccccc21 (centres undefined)	4	-3	-0.1	5	3	7	4	-1	-5	-4
Cc1ccccc1S(=O)(=O)N(CC(O)CN1CCCCC1)c1ccccc1 (centres undefined)	5	2	2.4	8	-5	-9	8	4	1	10
Nc1nc(-c2cccc(NS(=O)(=O)c3ccccc3)c2)cs1	-8	-2	0.0	-13	14	-8	1	12	27	0
CCc1nnc(NCC(=O)N2CCc3ccccc32)s1	-2	-1	-1.4	10	-1	7	-3	-18	0	-18
O=C(Cn1sc2ccccc2c1=O)Nc1ccc(Cl)cc1	·	-2	6.5	-9	-4	·	-13	·	·	-9
O=C(N/C(=C/c1ccc(Br)cc1)c1nc2ccccc2[nH]1)c1ccco1	4	3	-0.8	8	17	40	7	-13	-17	-1
CCN(CC)S(=O)(=O)c1ccc(OC)c(NC(=O)OCc2ccccc2)c1	5	2	1.5	-1	1	18	3	-10	-22	5
Cc1cnc(C(=O)OCC(=O)c2cc(C)n(CCc3ccc(F)cc3)c2C)cn1	·	-4	-0.5	-4	-1	·	2	·	·	2
CCCCCCn1c(N2CCCC2)nc2c1c(=O)[nH]c(=O)n2C	-2	3	-0.8	-10	1	5	5	-15	16	0
CN(C)CCOC1(Cc2ccc(F)cc2)CCC(C(C)(C)C)CC1 (centres undefined)	·	-5	-0.2	19	-5	·	5	·	4	-19
CN(C)CCN1CCN(C2CN(Cc3cn(Cc4ccccc4C(F)(F)F)nn3)S(=O)(=O)C2)CC1 (centres undefined)	·	-2	-0.2	-2	1	·	·	·	·	-3
O=c1c2ccccc2nc(/C=C\c2ccccc2[N+](=O)[O-])n1-c1ccccc1O	7	2	-0.6	-3	-4	21	5	-9	11	-14
CCNC(=O)c1ccccc1-c1nc(-c2ccccc2OC)no1	0	-4	1.6	-16	0	-7	-4	-7	4	?
Fc1ccc(Cn2nnnc2CN2CCN(C3CCCCC3)CC2)cc1	-5	4	0.7	14	-12	18	2	-3	-7	4
CSc1cccc(NC(=O)CCNC(=O)c2ccco2)c1	2	0	-0.3	14	11	13	-10	2	-6	3
CCN(C[C@H]1N[C@@](CC)(C(=O)OC)[C@H]2C(=O)N(Cc3ccccc3)C(=O)[C@@H]12)S(=O)(=O)c1ccc(C)cc1	·	0	0.0	20	10	·	7	2	-7	-2
COC(=O)C1=C(c2ccc(F)cc2OCc2ccccc2)C[C@@H]2CC[C@H]1N2C(=O)NCc1cc(C)oc1C(F)(F)F	·	-3	-0.4	·	·	·	-7	-5	-37	6
CCOc1ccc(S(=O)(=O)NCCC(=O)N2CCC(Cc3ccccc3)CC2)cc1	0	-6	0.3	23	5	18	-3	-4	-1	0
Cc1ccccc1OCC(=O)OCC(=O)NC1CCCCCC1	·	9	10	7	0	·	-1	·	-6	26
COc1cc(C(Nc2ccccn2)c2ccc3ccc(C)nc3c2O)cc(OC)c1O (centres undefined)	4	-8	0.8	·	·	26	-11	6	-2	-7
CCN(CC)CCN1C(=O)C(=O)/C(=C(/O)c2ccc(C)cc2)C1c1cccnc1 (centres undefined)	2	-8	-0.4	0	-6	1	1	-2	·	7
CC1CCN(C(=O)c2cccc(NC(=O)c3cccs3)c2)CC1	1	9	-2.6	-1	7	12	12	-6	-8	-16
CC1CCc2c(nc3ncnn3c2N2CCN(c3ccccc3F)CC2)C1 (centres undefined)	·	0	0.6	7	0	36	6	-1	-12	9

Compounds listed so far with a Cl atom, in the order listed:
SMILES	3CLpro inhibitor	Anthrax LF inh2	BoNT A protease	CCHFV vOTU inh	PrPC surface inh	DUSP3 inh	MazF activator	Rv3671c protease	SSB-PriA inh	BoNT F protease
O=C(Nc1cccc2c1C(=O)NC2=O)c1cccnc1Cl	0	-5	-0.3	-2	5	12	-2	0	-5	-3
C[C@@]12C(=O)N(Cc3ccccc3)CC(=O)N1[C@H]1c3cc(Cl)ccc3OC[C@@H]1[C@@H]2c1ccccc1	·	-3	-0.2	6	-2	·	-14	-5	20	-3
O=C(NCc1ccc2c(c1)OCO2)c1ccc(CSCc2ccc(Cl)cc2)o1	-1	0	-0.8	11	-1	-2	-7	-16	-9	-8
CC(=O)N1c2ccc(S(=O)(=O)N3CCC(C(=O)Nc4cccc(Cl)c4)CC3)cc2CC1C (centres undefined)	-1	-2	0.9	1	24	-14	-15	-8	-18	-5
COc1ccc(Cl)cc1Cn1c(C)c(C(=O)NCc2cccc([N+](=O)[O-])c2)sc1=O	·	-4	-1.1	7	-9	·	·	·	·	-12
O=C(Nc1cc(C(F)(F)F)ccc1Cl)C(Sc1n[nH]c(=O)[nH]c1=O)c1ccccc1 (centres undefined)	4	-7	-0.4	4	9	8	-2	-26	-2	-1
COc1ccccc1C(=O)Nc1ccccc1N1CCN(C(=O)c2ccc(Cl)cc2)CC1	12	-2	1.2	16	-3	-13	-7	-13	22	1
O=C(Cn1sc2ccccc2c1=O)Nc1ccc(Cl)cc1	·	-2	6.5	-9	-4	·	-13	·	·	-9

Compound activity: PubChem BioAssay, several laboratories
